GLP1R cytotox: qHTS of GLP-1 Receptor Inverse Agonists: Cytotox Screen | HEK293 cAMP-luciferase reporter cells, luminescence, 24 h | Potency, µM (highest dose often 38.3 µM), for inactives: at the top dose activity change, negative = inhibition, usual class: inhibitors | actives 0.13% (n = 410,000);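 note: loss of luciferase light is scored as toxicity; potency is the fitted concentration of half-maximal effect; % is set by controls: 0 for no effect and ±100 for the full control effect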
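1536-well qHTS counterscreen of the MLSMR; 200 cells/uL, 12 h pre-incubation, 23 nL cpd, 24 h at 37 deg C 5% CO2, luciferase detection reagent, 12 min RT, luminescence. Inhibition = undesired.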
TDP43 rescue: qHTS of TDP-43 Inhibitors; Potency, µM (highest dose often 46.1 µM), inactives show at the highest dose growth rescue (activation), usual class: activators; actives 1.8% (n = 410,000); TDP-43 expressing yeast growth rescue, BacTiter-Glo, 24 h; note: potency is the fitted concentration of half-maximal effect; % of control where 0% means no effect; nearly all actives have a fitted effect of over 50% in size
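Yeast cells expressing TDP-43 under galactose induction are exposed to compounds for 24 hr at 30 deg C. BacTiter-Glo luminescence measures growth, so protective compounds score as activators.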
Abeta rescue: qHTS for compounds that reverse cellular toxicity of Amyloid beta (A-beta) peptide in yeast: Primary Screen; yeast expressing A-beta42, growth rescue, OD600, 48 h; response scale: 0% DMSO, 100% iron-clioquinol control; Potency, µM (series often up to 46.1 µM), without a hit: at the highest dose growth rescue, hits mostly activators; actives 0.063% (n = 410,000); AID 1347071, 2019; note: potency is the fitted concentration of half-maximal effect; nearly all actives have a fitted effect of over 55% in size
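Yeast A-beta toxicity model in growth medium with pinned compounds, 48 h at 30 C; growth read as absorbance at 600 nm. Normalized to FeCl3/clioquinol equimolar mix (positive) and DMSO (negative).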
GLP1R inv ag: qHTS of GLP-1 Receptor Inverse Agonists (Inhibition Mode) | actives 1.6% (n = 410,000) | Potency, µM (doses to about 38.3 µM), without a hit: at the highest dose activity change, negative = inhibition, most hits filed as inhibitors | Glucagon-like peptide 1 receptor (Homo sapiens), P43220 | HEK293 GLP-1R CRE-luciferase, luminescence, 24 h; GLP-1R form is constitutively active; note: potency is the fitted concentration of half-maximal effect; % is set by controls: 0 for no effect and ±100 for the full control effect; nearly all actives have a fitted effect of over 55% in size
Target sequence (P43220 whole entry, looked up): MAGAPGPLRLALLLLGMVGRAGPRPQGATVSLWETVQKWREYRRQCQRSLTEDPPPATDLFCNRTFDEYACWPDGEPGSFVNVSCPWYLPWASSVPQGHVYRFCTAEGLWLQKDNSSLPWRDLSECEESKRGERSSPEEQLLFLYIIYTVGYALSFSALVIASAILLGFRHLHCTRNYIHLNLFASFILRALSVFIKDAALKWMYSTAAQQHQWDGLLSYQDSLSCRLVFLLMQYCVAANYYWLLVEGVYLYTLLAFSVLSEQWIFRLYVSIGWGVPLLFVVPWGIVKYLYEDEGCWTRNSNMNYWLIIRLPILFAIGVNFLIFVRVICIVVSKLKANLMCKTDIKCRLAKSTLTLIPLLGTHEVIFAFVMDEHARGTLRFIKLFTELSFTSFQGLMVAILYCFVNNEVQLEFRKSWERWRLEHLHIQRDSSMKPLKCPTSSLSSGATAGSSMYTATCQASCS
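Assay principle: reduced luminescence from a cAMP-responsive reporter in HEK293 cells co-expressing a constitutively active GLP-1R. Conditions: 24 hr compound incubation, 37 deg C, 5% CO2.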
Mm-Cpn inhibitor: Inhibitors of TCP-1 ring complex (TRiC) of Methanococcus maripaludis (MmCpn): qHTS; Chaperonin Mm-Cpn (Methanococcus maripaludis); purified Mm-Cpn ATPase, ADP Transcreener TR-FRET; Potency, µM (titrated, usually from 76.9 µM), for the others: at the top dose activity, negative = inhibition, usual class: inhibitors; actives 0.031% (n = 330,000); AID 504842, 2011; note: potency is the fitted concentration of half-maximal effect; % is set by controls: 0 for no effect and ±100 for the full control effect; nearly all actives have a fitted effect of over 80% in size
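Quantitative HTS used 25 nM Mm-CPN and 10 uM ATP in magnesium/KCl Tris buffer, pH 7.4, with 1 mM DTT. Hydrolysis ran 30 min at 37°C; ADP was read by HTRF.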
aSyn yeast inh: qHTS of alpha-syn Inhibitors. Potency, µM (doses to about 46.1 µM), for the others: at the highest dose growth rescue (activation), most hits filed as activators. actives 0.14% (n = 370,000). AID 652106, 2013. Yeast expressing alpha-synuclein, growth rescue, BacTiter-Glo, 24 h; note: potency is the fitted concentration of half-maximal effect; % of control where 0% means no effect; nearly all actives have a fitted effect of over 65% in size
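Galactose-induced alpha-syn yeast (OD600=0.02, raffinose-pregrown) + pinned cpd, 24 hr, 30 deg C; growth by BacTiter-Glo luminescence. Growth restoration scores as activation.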
PTHR1 agonist: qHTS for PTHR1 Agonists: Primary Screen; Potency, µM (doses to about 115 µM), for the others: at the top dose activation, hits mostly activators; Parathyroid hormone/parathyroid hormone-related peptide receptor (Homo sapiens), Q03431; HEK293 GP2 PTHR1 cells, GloSensor cAMP luminescence, 1 h; AID 743266, 2014; actives 0.075% (n = 410,000); note: potency is the fitted concentration of half-maximal effect; nearly all actives have a fitted effect of over 55% in size; some results filed as inactive show a strong effect at the top dose; inactives centre near -15; many of its hits are not listed in these tables
Target sequence (Q03431 whole entry, looked up): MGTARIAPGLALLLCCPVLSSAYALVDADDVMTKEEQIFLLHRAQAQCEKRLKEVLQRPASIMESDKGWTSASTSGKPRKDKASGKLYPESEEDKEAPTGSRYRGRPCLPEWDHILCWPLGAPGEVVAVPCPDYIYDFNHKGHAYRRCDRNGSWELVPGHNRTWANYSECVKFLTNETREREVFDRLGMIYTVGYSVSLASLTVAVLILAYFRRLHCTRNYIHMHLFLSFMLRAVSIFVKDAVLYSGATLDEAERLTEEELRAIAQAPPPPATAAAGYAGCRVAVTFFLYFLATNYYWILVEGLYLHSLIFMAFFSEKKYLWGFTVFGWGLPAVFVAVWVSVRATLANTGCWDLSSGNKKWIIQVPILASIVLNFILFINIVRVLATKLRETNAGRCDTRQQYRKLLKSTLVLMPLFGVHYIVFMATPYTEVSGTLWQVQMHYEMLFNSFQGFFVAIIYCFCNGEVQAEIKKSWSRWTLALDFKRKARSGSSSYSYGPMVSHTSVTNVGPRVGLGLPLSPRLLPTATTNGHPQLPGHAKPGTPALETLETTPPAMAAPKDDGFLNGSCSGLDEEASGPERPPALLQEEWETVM
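HEK-293-derived GP2 cells expressing PTHR1 and a GloSensor cAMP reporter, 3,000/well, plated overnight, given luciferin plus IBMX (each 0.5 mM as added) for 1 h at 37 °C, then compound for 1 h at 37 °C. Luminescence was read after 15 min at room temperature.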
FUS yeast rescue: qHTS for Suppressors of FUS Proteinopathy: Primary screen using FUS-linked yeast assay | S. cerevisiae FUS-expressing, growth rescue, OD600, 24 h | Potency, µM (series often up to 76.6 µM), for inactives: at the top dose growth rescue (activation), actives largely listed as activators | actives 0.24% (n = 390,000) | AID 1347120, 2019;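 note: potency is the fitted concentration of half-maximal effect; plate controls were DMSO vehicle for no effect and reference control for full effect; nearly all actives have a fitted effect of over 55% in size; some results filed as inactive show a strong effect at the top dose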
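Galactose (2%) drives FUS expression in yeast precultured in raffinose; seeding density OD 0.005. Test compounds incubated 24hr at 30C and 99% humidity before absorbance at 600 nm was measured.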
pAkt inh: HTS Assay for Inhibitors of Akt Phophorylation: Primary Screen; actives 0.32% (n = 360,000); activity change, % for hits at 50 µM; Neuro2A IGF-stimulated pAkt S473 HTRF, 20 min; hits give low values; in the data active = activity change below about -80%; inconclusive = mostly about -51% to -80%; note: % is set by controls: 0 for no effect and ±100 for the full control effect
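Neuro2A cells in DMEM with 0.5% FBS, overnight at 37 deg C, given compound at single 50 µM final, then IGF (6 nM final) for 20 min at 37 deg C. Lysed; phospho-Akt Ser473 by HTRF after 24 h, 665/615 ratio.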
Active calls of the source: *; i = inactive; ? = inconclusive; nt = no result given; [ ] = dose if it differs, or a comment. Unless noted, calls come from the whole dose curve; as a rule, active = well fitted curve in the direction sought with a large enough effect; inconclusive = small, poorly fitted or top-dose-only effect, or another doubt; inactive = no such curve, though single readings can be large; an effect the other way counts as inactive or inconclusive. An excerpt; rates above refer to the full screens.

The line under a structure holds: GLP1R cytotox	TDP43 rescue	Abeta rescue	GLP1R inv ag	Mm-Cpn inhibitor	aSyn yeast inh	PTHR1 agonist	FUS yeast rescue	pAkt inh
O=C(NCCC1=CCCCC1)C1COc2ccccc2O1 (stereo unspecified)
 : 13%	19%	?	8.9µM*	1%	3%	-16%[57.5 µM]	3%	i
COc1ccc(S(=O)(=O)Cc2ccc(C(=O)NCc3cccnc3)o2)cc1
 : -17%	0%	-6%	-26%	0%	-10%	-65%[inhibitor]	-18%	i
Cc1ccc2[nH]c3c(=S)nc[nH]c3c2c1
 : 10%	-6%	-2%	43%[activator]	?	1%	i	nt	i
O=C(Nc1ccccc1F)c1ccc2c(c1)OCO2
 : -2%	30%	2%	5%	0%	1%	-16%	-13%	i
CCc1cccc(C)c1NC(=O)c1cnn(-c2ccc(OC)cc2)c1C1CCN(C(=O)OC(C)(C)C)CC1
 : -5%	6%	6%	?	nt	nt	i	22µM*	nt
CC(Oc1ccc2c(c1)oc(=O)c1ccccc12)C(=O)NCC1CCC(C(=O)O)CC1 (stereo unspecified)
 : -21%	16%	-11%	0%	-1%	-1%	-24%	19%	i
NCCCNC(=O)c1cc2ccccc2[nH]1
 : -18%	-4%	2%	7%	-4%	2%	-3%[57.5 µM]	6%	i
CCCN(CCC)C(=O)CSc1nc2ccccc2c(=O)n1Cc1ccco1
 : 5%	28%	-6%	?	nt	nt	i	30%	nt
CC1(C)C2CC[C@]3(C)C(CC=C4[C@@H]5C[C@](C)(CO)CC[C@]5(C(=O)O)CC[C@]43C)[C@@]2(C)CC[C@@H]1O (stereo partly specified)
 : 2%	1%	10%	83%[activator]	nt	2%	-19%	7%	i
CCOC(=O)c1oc2c(O)c(O)ccc2c(=O)c1-c1nncn1-c1ccccc1
 : -3%	9%	7%	8%	1%	0%	i	16%	i
COc1cc(NC(=S)NCc2ccco2)cc(OC)c1OC
 : 5%	7%	7%	16%	1%	1%	-21%	-3%	i
C=CCNC(=O)c1ccc(C)cc1Cl
 : 10%	?	0%	0%	2%	-4%	i	-8%	i
COC(=O)[C@]12CCCCC=C1N(Cc1ccco1)C(=O)[C@H](CC(=O)NCC1CCCCC1)C2
 : 0%	?	1%	-13%	nt	10%	-34%[inhibitor]	21%	i
COc1ccc(C2N(S(=O)(=O)c3ccc(C)cc3)CCN2S(=O)(=O)c2ccc(C)cc2)cc1
 : 7%	11%	12%	2%	-2%	nt	-21%	8%	nt
COCCCNC(=O)CCN1N=C(c2ccccc2)CCC1=O
 : -13%	7%	2%	8%	-1%	7%	i	-24%	i
O=C(O)c1ccc(/C=N/N2CCN(Cc3cccc4ccccc34)CC2)cc1
 : -6%	0%	22%	14%	-2%	26%	0%	30%	i
CCOc1cc(NC(=S)NC)c(OCC)cc1NC(=O)c1ccco1
 : -20%	-8%	14%	10%	-1%	-8%	i	nt	i
Cc1cc(C)c2c(N=NN3CCOCC3)[nH]nc2n1
 : -9%	-74%[inhibitor]	-76%[inhibitor]	31%[activator]	2%	16%	i	-3%	i
CSc1nc(N)nc(C(C)C)n1
 : 1%	-1%	-11%	20%	-1%	-1%	-10%	5%	i
CC1CC2(C)Oc3ccccc3C3OCC1(CO)C(C)C32 (stereo unspecified)
 : -13%	-8%	7%	-10%	nt	5%	0%	-10%	i
COc1ccc(CN2C(=O)CSC2c2ccccn2)cc1 (stereo unspecified)
 : 1%	-15%	-3%	4%	0%	2%	-1%	11%	i
COc1cc(NC(=O)CCc2ccccc2)nc(OC)n1
 : -2%	?	1%	5%	nt	-1%	-5%[57.5 µM]	10%	i
O=C(NCc1cccnc1)c1ccccc1NC(=O)c1c(F)cccc1F
 : -7%	-8%	-2%	17%	0%	-2%	i	10%	i
CCc1nnc(NC(=O)C2CCCN2S(=O)(=O)c2ccc(F)cc2)s1 (stereo unspecified)
 : -3%	2%	4%	-29%	2%	1%	i	3%	i
CCCc1cc(=O)oc2cc(C)cc(OC(C)C(=O)NCC3CCC(C(=O)O)CC3)c12 (stereo unspecified)
 : -7%	-1%	-10%	5%	1%	2%	i	-4%	i
CN1CCN(NC(=O)c2cc(-c3ccccn3)nc3ccccc23)CC1
 : -1%[0.307 µM]	9%	-14%	16%[0.307 µM]	0%	-1%	-7%	21%	i
Cc1cccc(N2C(=O)SC(N(C)c3ccccc3)C2=O)c1 (stereo unspecified)
 : -1%	9%	15%	-26%	-2%	1%	i	-10%	i
Cc1noc(NS(=O)(=O)c2ccc(NS(=O)(=O)c3ccc(C(C)(C)C)cc3)cc2)c1C
 : 7%	7%	2%	8%	nt	-2%	i	5%	i
CCC(=O)Nc1ccc(C(=O)Nc2ccc3c(c2)C(=O)N(CC2CCCO2)C3=O)cc1 (stereo unspecified)
 : -3%	9%	3%	-14%	-15%	-2%	i	-4%	i
CCN(CC)C(=O)Cn1cc(C(=O)C(=O)Nc2ccc3c(c2)OCCO3)c2ccccc21
 : -22%	-14%	-3%	?	-1%	-5%	i	26%	i
O=C1N[C@@H](Cc2ccccc2)C(=O)N2[C@@H]1C[C@@]1(Br)c3ccccc3N(S(=O)(=O)c3ccccc3)[C@@H]21
 : -11%	0%	0%	-10%	nt	0%	-12%	10%	i
Cc1c(C(=O)N2CCC(C)CC2)sc2ncn(CC(=O)N3CCC(C)CC3)c(=O)c12
 : 7%	-20%	-4%	15%	1%	4%	-20%	15%	i
COc1ccc(C)cc1NC(=O)C(=O)NCC1(c2ccccc2)CCCC1
 : 18%	-16%	-5%	-15%	nt	nt	-8%	-14%	nt
Cc1cc(SCc2ccccc2F)nc(=O)[nH]1
 : -3%	15%	6%	-1%	2%	2%	i	1%	i
COC(=O)c1cc(NC(=O)c2ccco2)ccc1N1CCOCC1
 : 5%	-14%	-9%	17%	0%	20%	i	-8%	i
O=Cc1ccc(OCCN2CCCC2=O)cc1
 : 1%	-24%	-2%	7%	2%	-8%	-24%	-7%	i
CC(=O)Oc1ccc2c(c1)CCC1C2CCC2(C)C(OC(C)=O)CCC12 (stereo unspecified)
 : 3%	32µM*	-40%[inhibitor]	-14%	nt	-16%	-31%	?	i
CN(C(=O)c1ccc2c(c1)SC1=NS(=O)(=O)CCN12)C(c1ccccc1)c1ccccc1
 : -1%	8%	-11%	0%	-1%	-2%	i	nt	i
Cc1ccc(SCC(=O)OCC(=O)NCc2cccs2)cc1C
 : 0%	-25%	10%	15%	-1%	4%	-8%	1%	i
CN1CCN(C2OC(=O)c3ccccc32)CC1 (stereo unspecified)
 : 5%	21%	-6%	0%	0%	0%	i	-3%	i

Printed as active in TDP43 rescue (from the list above):
molecule	TDP43 rescue	GLP1R inv ag	Mm-Cpn inhibitor	aSyn yeast inh	PTHR1 agonist	pAkt inh
CC(=O)Oc1ccc2c(c1)CCC1C2CCC2(C)C(OC(C)=O)CCC12 (stereo unspecified)	32µM*	-14%	nt	-16%	-31%	i

Next section:
The line under a structure holds: GLP1R cytotox	TDP43 rescue	Abeta rescue	GLP1R inv ag	Mm-Cpn inhibitor	aSyn yeast inh	PTHR1 agonist	FUS yeast rescue	pAkt inh
COc1ccccc1NC(=O)C1=C(C)Nc2nnnn2C1c1cc(Br)ccc1OC (stereo unspecified)
 : -6%	-11%	15%	0%	-2%	5%	i	18%	i
COc1ccc(-c2nn(-c3ccccc3)cc2C(=O)Nc2ccc(C(=O)O)cc2)cc1
 : 15%	-3%	-10%	6%	-1%	1%	-50%[inhibitor]	26%	i
O=C1CCC(=O)N1CCOP1(=O)COc2ccccc2OC1
 : -5%	2%	8%	11%	-2%	4%	i	7%	i
S=C(NCc1ccco1)N1CCOCC1
 : 4%	-1%	-14%	8%	3%	-5%	26%	-6%	i
COc1ccc(NS(=O)(=O)c2csc(C(=O)N3CCCC3)c2)cc1
 : -5%	7%	-1%	?	-2%	-9%	-9%	-4%	i
COc1ccc(C)cc1N1CC(C(=O)OCc2nc(N)nc(Nc3ccccc3C)n2)CC1=O (stereo unspecified)
 : -12%	-32%	-9%	26%	3%	-1%	i	17%	i
CCOCCCNC(=O)Cn1cnc2sc(C)c(S(=O)(=O)N3CCN(c4ncccn4)CC3)c2c1=O
 : -7%	0%	-9%	19%	1%	2%	?	6%	i
COc1cccc(CNC(=O)CCC2CCCN(C/C=C/c3ccccc3OC)C2)c1 (stereo unspecified)
 : ?	7%	18%	?	-1%	0%	i	9%	i
CC(C)(C)c1cc(CCC(=O)N2CCC2)cc(C(C)(C)C)c1O
 : 16%	5%	-13%	?	2%	11%	-5%	16%	i

Screening data from PubChem BioAssay.
